High-throughput results (PubChem)
Mtb FBA inh: Mtb FBA enzyme inhibitors, primary screen, biochemical, fluorescence, strain H37Rv. Fructose-bisphosphate aldolase (Mycobacterium tuberculosis (strain ATCC 25618 / H37Rv)), …. purified M. tuberculosis FBA, fluorescence read-out. inhibition, % at 1 µM. 360,000 tested, 2.3% active; in the data active = inhibition above about 27%;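 also: 0% = vehicle and 100% = reference inhibitor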
Target sequence (P9WQA3 whole entry, looked up): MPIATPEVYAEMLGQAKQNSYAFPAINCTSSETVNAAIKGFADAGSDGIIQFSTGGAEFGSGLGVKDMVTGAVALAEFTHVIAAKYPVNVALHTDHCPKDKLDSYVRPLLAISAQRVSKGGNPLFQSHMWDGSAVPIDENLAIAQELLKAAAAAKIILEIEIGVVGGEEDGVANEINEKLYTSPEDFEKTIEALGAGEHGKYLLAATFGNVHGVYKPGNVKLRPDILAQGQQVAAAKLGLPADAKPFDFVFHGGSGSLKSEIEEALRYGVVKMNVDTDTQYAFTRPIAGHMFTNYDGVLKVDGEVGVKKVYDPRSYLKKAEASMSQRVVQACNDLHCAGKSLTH
GDH-TPI inh: GDH-TPI coupling enzyme inhibitors, primary screen, artefact control for M. tuberculosis FBA inhibitor project, biochemical, absorbance, full deck. GDH-TPI coupled enzyme counterscreen, NADH absorbance. inhibition, % at 4.8 µM. 360,000 tested, 1.2% active. AID 588335, 2011;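 also: 0% = DMSO wells and 100% = wells lacking the enzyme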
FadD28 binding: inhibitors of FadD28 bisubstrate probe binding, primary screen, biochemical, fluorescence polarization, single point | inhibition, % at 12.5 µM | 360,000 tested, 0.22% active | AID 588549, 2011; in the data active = inhibition above about 8.5%, passing the limit was not always enough; inconclusive = no clear call, values can overlap the other calls
Mtb BioA inh: M. tuberculosis BioA enzyme inhibitors, primary screen, biochemical, plate reader, single point, HTS | purified M. tuberculosis BioA enzyme | inhibition, % at 9.99 µM | AID 602481, 2012 | 7,8-diaminopelargonic acid synthase BioA (Mycobacterium tuberculosis) | 360,000 tested, 0.096% active; in the data active = inhibition above about 40%; inconclusive = no clear call, values can overlap the other calls
CCHFV vOTU inh: CCHFV vOTU protease inhibitors, primary screen, biochemical, Pep-AMC substrate, fluorescence; inhibition, % at 11.5 µM; 370,000 tested, 0.55% active; also: 0% = vehicle wells with enzyme and 100% = no enzyme wells
PrPC surface inh: inhibitors of human cell surface prion protein PrPC, primary screen, cell-based, TR-FRET | TR-FRET read-out | inhibition, % at 13.8 µM | 370,000 tested, 0.43% active | AID 720596, 2013; in the data active = inhibition above about 24%; also: 0% = median of the test wells and 100% = reference compound wells
BoNT A protease: BoNT/A light chain protease inhibitors, primary screen, biochemical, flow cytometry, MLPCN library; 360,000 tested, 0.17% active; inhibition, % at 10 µM; multiplex microsphere protease substrate cleavage; Botulinum neurotoxin type A light chain protease (Clostridium botulinum A str. ATCC 3502); in the data active = inhibition above about 30%; inconclusive = no clear call, values can overlap the other calls; also: plate controls were buffer without enzyme for full effect and enzyme alone for no effect
BoNT F protease: BoNT/F light chain protease inhibitors, primary screen, biochemical, flow cytometry, MLPCN library; inhibition, % at 10 µM; AID 588497, 2011; Multiplex microsphere protease cleavage assay; Botulinum neurotoxin type F light chain protease (Clostridium botulinum); 360,000 tested, 0.22% active; in the data active = inhibition above about 35%, passing the limit was not always enough; inconclusive = no clear call, values can overlap the other calls; also: plate controls were buffer without enzyme for full effect and enzyme alone for no effect
UGM FP inh: M. tuberculosis UGM enzyme inhibitors, primary screen, biochemical, fluorescence polarization, single point; UDP-galactopyranose mutase (Mycobacterium tuberculosis (strain ATCC 25618 / H37Rv)), …; AID 504406, 2011; 320,000 tested, 0.06% active; purified UGM, fluorescence polarization probe displacement; inhibition, % at 10 µM; in the data active = inhibition above about 10%, passing the limit was not always enough; inconclusive = no clear call, values can overlap the other calls
Target sequence (P9WIQ1 whole entry, looked up): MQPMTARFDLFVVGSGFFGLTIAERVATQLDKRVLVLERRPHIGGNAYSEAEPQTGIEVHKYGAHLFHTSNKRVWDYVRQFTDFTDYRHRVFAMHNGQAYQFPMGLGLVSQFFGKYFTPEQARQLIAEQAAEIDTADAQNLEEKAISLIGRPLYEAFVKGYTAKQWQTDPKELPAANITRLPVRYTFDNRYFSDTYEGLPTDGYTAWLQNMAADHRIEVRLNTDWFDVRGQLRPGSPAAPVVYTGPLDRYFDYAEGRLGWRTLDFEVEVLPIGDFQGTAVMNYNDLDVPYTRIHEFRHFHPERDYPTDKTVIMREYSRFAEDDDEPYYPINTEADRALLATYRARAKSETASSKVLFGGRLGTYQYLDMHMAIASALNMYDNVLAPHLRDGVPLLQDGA
* = called active by the depositor; ? = inconclusive; . = no result given. Rule as the data show it, unless noted: active = inhibition above about 30%; inactive = the rest.

SMILES	Mtb FBA inh	GDH-TPI inh	FadD28 binding	Mtb BioA inh	CCHFV vOTU inh	PrPC surface inh	BoNT A protease	BoNT F protease	UGM FP inh
COC(=O)c1sc2cc([N+](=O)[O-])cc(SCC(C)C)c2c1N	-2	12	0.9	.	0	-3	24	16	0.3
CN(c1cccc(NC(=O)c2ccc(CN3CCc4ccccc4C3)cc2)c1)S(C)(=O)=O	1	8	-1.4	-0.7	-7	7	?	?	-1.6
Cc1ccc(NC(=O)c2cc3ccccc3o2)nc1	-1	-4	-2.3	.	7	-4	-3.6	-23	2.3
COc1ccccc1C(c1nnnn1Cc1ccccc1)N1CCN(C2CCCC2)CC1 (configuration not stated)	2	0	-4.0	0.2	7	-1	0.7	?	-1.6
COc1ccc(-c2noc(CCC(=O)NCc3cccnc3)n2)cc1OC	0	-5	-0.5	-1.6	-2	-6	0.8	-15	-4.5
CC1CC1C(=O)OCC(=O)N(C)CC(=O)Nc1ccc(F)cc1 (configuration not stated)	2	8	-0.1	-0.4	8	8	-0.4	1	1.4
CN(CCc1ccccc1)C(=O)c1ccc(NC(=O)Cc2ccc(NC(=O)C3CCCN(C(=O)C4CC4)C3)cc2)cc1 (configuration not stated)	0	-8	-1.5	2.1	0	2	0.0	-2	.
CCCN1CCN(CCCNC(=O)c2ccc3nc(N4CCC(C)CC4)sc3c2)CC1	1	0	0.0	-0.1	1	-1	0.1	-6	2.3
CCOC(=O)C1CCCN(C(=O)c2ccc3nc(-c4cccc(OC)c4)oc3c2)C1 (configuration not stated)	2	4	-2.1	-0.4	-5	1	2.6	3	1.6
CS(=O)(=O)Nc1ccc(-c2cncc3nccn23)cc1	63*	35*	0.3	-0.7	-30	-17	0.0	2	.
C=CCc1cccc2cc(C(=O)N3CCN(c4ccccn4)CC3)c(=O)oc12	2	5	1.1	.	6	9	0.4	0	2.1
Cc1nc2ccccc2cc1C(=O)N(C)Cc1ccccc1	-2	-1	-2.4	0.5	-1	-2	-2.0	-7	1.3
c1cnc(NC2CCCCCC2)nc1	0	3	-4.2	-1.9	-8	1	-0.4	6	0.0
COC(=O)c1cc2nc(-c3ccccc3)cc(C(F)(F)F)n2n1	0	8	-0.4	-1.1	-9	-1	-2.3	-17	0.0
O=C(Nc1cc(Cl)cc(Cl)c1)C1CCCC1	-1	-5	-2.4	-0.8	10	12	3.2	?	-4.1
CN1C2c3ccccc3C3C4c5ccccc5C(C31)C(C2[N+](=O)[O-])N4C (configuration not stated)	2	2	-10	0.4	-6	-10	0.8	4	-0.4
O=C(COC(=O)CCCN1C(=O)c2cccc3cccc(c23)C1=O)Nc1cccc(Br)c1	-1	4	-2.5	.	-15	-3	-0.1	-7	1.7
O=C(CS(=O)(=O)c1ccc(Cl)cc1)NCCS(=O)(=O)c1ccc(Cl)cc1	-3	-8	-3.1	-1.1	12	-5	0.5	-3	-0.7
CC1=Nc2ccccc2N=C(NC(=O)/C=C/C(=O)O)C1c1ccccc1 (configuration not stated)	7	-2	-4.3	.	0	0	-0.2	1	1.9
CCS(=O)(=O)Nc1ccc(C2=NN(S(=O)(=O)c3ccc(F)cc3)C(c3ccco3)C2)cc1 (configuration not stated)	-1	15	-3.8	.	-3	8	0.3	0	-0.9

Some entries already given, reduced to CCHFV vOTU inh and PrPC surface inh.
Compound | CCHFV vOTU inh | PrPC surface inh
CC1=Nc2ccccc2N=C(NC(=O)/C=C/C(=O)O)C1c1ccccc1 (configuration not stated) | 0 | 0
O=C(CS(=O)(=O)c1ccc(Cl)cc1)NCCS(=O)(=O)c1ccc(Cl)cc1 | 12 | -5
c1cnc(NC2CCCCCC2)nc1 | -8 | 1
COC(=O)c1sc2cc([N+](=O)[O-])cc(SCC(C)C)c2c1N | 0 | -3

Later entries
SMILES	Mtb FBA inh	GDH-TPI inh	FadD28 binding	Mtb BioA inh	CCHFV vOTU inh	PrPC surface inh	BoNT A protease	BoNT F protease	UGM FP inh
CCC(Sc1nc2c(cnn2-c2ccc(Cl)cc2)c(=O)[nH]1)C(=O)OC (configuration not stated)	0	4	-3.6	-0.5	4	-10	-0.7	-5	0.7
Cc1nn(C)c(N)c1-c1ccccc1	-3	-4	-4.9	-0.3	8	-5	0.1	-2	1.9
COc1ccc(N/C(N)=N/c2nc(C)cc(C)n2)cc1	-1	-3	-3.1	-0.7	10	1	-0.5	-6	.
COc1ccc(S(=O)(=O)N2CCCCCC2)cc1C(=O)OCC(=O)NCC(C)C	-2	0	-5.3	-3.7	5	-2	1.1	10	0.0
O=S(=O)(c1ccc(Cl)c(C(F)(F)F)c1)N1CCN(c2ccccn2)CC1	-1	-2	-2.4	.	7	-4	0.9	4	2.4
COc1ccc(-c2coc3cc(O)ccc3c2=O)cc1	35*	22	-0.2	-1.4	-27	10	0.1	8	-0.5
Cc1cc(C)cc(NC(=O)CCn2c(=S)[nH]c3ccccc3c2=O)c1	5	10	-0.2	-0.3	2	-3	2.5	-1	0.6
COc1ccc(-c2nc(C#N)c(NCc3ccc(C)cc3)o2)cc1OC	144*	3	1.2	0.1	-20	5	-0.6	-7	0.3
COc1cc(/C=C(\C#N)C(=O)c2c(C)[nH]c3ccccc23)cc(OC)c1OC	-7	11	-6.6	.	12	2	0.2	-7	-0.2
Cc1ccc(/C=C2\SC(=S)N(CCCC(=O)Nc3ccccc3C(=O)O)C2=O)cc1	1	7	0.6	3.1	-2	-1	-3.3	-2	1.3
O=C1CN(C(=O)COC(=O)CCC(=O)c2ccc(F)cc2)c2ccccc2N1	2	0	-1.4	-0.6	-9	2	0.0	4	1.4
CC(=O)Nc1cc(ON=C(C)C)cc([N+](=O)[O-])c1	0	6	-1.0	.	9	-22	-0.4	-8	-3.0
CC(CCc1ccccc1)NC(=O)c1ccc2nc(N3CCOCC3)sc2c1 (configuration not stated)	-5	-7	-3.7	-0.7	9	-3	-0.5	-1	-1.3
Cc1ccc(-n2nc3c(=O)n(CCCC(=O)NCc4ccccc4C)nc(C)c3c2C)cc1	3	13	-0.9	-4.6	2	6	2.0	8	-0.1
NNC(=O)CNS(=O)(=O)c1ccc([N+](=O)[O-])cc1	-3	2	-0.7	.	1	-17	0.4	1	1.2
CC(=O)c1cccc(-c2ccc3c(c2)C(C)(Cc2ccccc2C#N)C(=O)N3)c1 (configuration not stated)	0	5	0.8	-0.8	1	4	-0.2	-2	.
CCOC(=O)c1ccc(-c2ccc3ncnc(N(C)Cc4sccc4C)c3c2)o1	171*	12	-4.6	0.6	-143	-13	1.2	6	.
CC(=O)CCS(=O)(=O)c1ccc(Oc2ccc(S(=O)(=O)CCC(C)=O)cc2)cc1	1	6	-2.4	-0.2	0	1	0.1	-4	-1.4
CC(=O)c1c(C)[nH]c(C(=O)Nc2ccccc2Cl)c1C	1	-1	-1.1	8.0	-9	3	-2.5	-18	-1.1
COCCNc1nc(NCCCN2CCCC2=O)c2sc(-c3ccccc3)cc2n1	16	31*	-11	1.2	-1	-4	0.9	-6	.
COc1cc(OC)cc(C(=O)NNC(=O)C(=O)Nc2cc(OC)c(Cl)cc2OC)c1	-1	23	-15	-0.9	5	2	-3.6	-2	3.4
Cc1nnc(SCc2ccon2)n1-c1ccccc1	3	11	-2.5	-0.5	-16	-7	0.3	0	0.0
Cc1ccc(NC(=O)CCNC(=O)c2ccco2)cc1	1	7	-2.3	.	-12	7	1.0	-1	-0.1
Cc1cc(C(=O)N/N=C/c2cc(Br)cc(Br)c2OC(=O)c2cccc(F)c2)n[nH]1	1	9	-5.1	.	-8	-4	-0.9	-3	-0.3
O=C(O)CCC(=O)Nc1ccc(C(=O)OCC(=O)c2ccc(Cl)cc2Cl)cc1	-1	2	?	.	10	7	-1.2	-10	-0.4
CCN1/C(=C/c2ccc3cc(C)ccc3[n+]2CC)Sc2cc(C)c(C)cc21	-4	-3	5.7	.	17	1	49*	-93	.
O=C(C1CC(c2ccc(F)cc2)=NO1)N1CCN(c2ccccc2)CC1 (configuration not stated)	1	-2	0.8	1.1	-2	0	-0.6	-8	0.6
CCOC(=O)c1cccc(-c2c(-c3ccccc3)ncc3cc(OC)c(OC)cc23)c1	2	-7	-5.8	0.7	-5	-6	0.2	-6	1.7
O=C(c1ccc(Cl)cc1)C1CCN(C(=O)c2ccccc2)CC1	-1	0	-2.5	5.1	-6	15	-3.2	9	1.6
COc1cc(/C=C2\COC/C(=C\c3cc(OC)c(OC)c(OC)c3)C2=O)cc(OC)c1OC	0	18	2.0	.	-13	-3	0.9	-2	.
O=C(Nc1cc(Cl)ccc1O)c1cc(-c2ccco2)on1	2	0	-2.7	-1.2	22	-1	-1.0	-4	4.4
C[C@@H]1CN([C@@H](C)CO)C(=O)CCCn2nncc2CO[C@@H]1CN(C)S(=O)(=O)c1ccc(C#N)cc1	5	14	-0.4	-5.2	7	2	-0.2	-4	.
O=C(Nc1ccc2nsnc2c1)c1ccc2c(c1)OCO2	1	23	-1.5	.	.	.	-1.9	-6	4.5
O=c1c2ccccc2ncn1Cc1ccc(Cl)c(Cl)c1	2	-11	-2.4	0.0	-6	16	-1.7	?	-0.6
CCn1cc(Br)c(C(=O)NC(C)c2ccccc2)n1 (configuration not stated)	-1	9	0.8	0.0	2	-4	-0.1	-6	-0.5
C[C@@H]1Cn2cnc(C(=O)Nc3ccc(CNC(=O)OC(C)(C)C)cc3)c2C(=O)N1	3	7	-3.5	-1.4	5	-3	0.0	1	.
COc1ccccc1OCC(O)Cn1c(=N)n(CCN2CCCCC2)c2ccccc21 (configuration not stated)	0	9	-1.7	-0.2	0	-8	-0.5	-14	-1.1
Cc1cc(N2CCN(C(=O)c3ccoc3)CC2)n2nc(-c3ccccc3)cc2n1	2	8	-1.0	-1.3	6	-10	-0.7	-2	.
CN(C)S(=O)(=O)N1CCN(C(=O)N2CCCCC2)CC1	0	11	1.0	-0.3	6	4	-0.4	-2	3.7
Cc1cc(N)n2nc(C(F)(F)F)nc2n1	-2	4	-0.6	-1.2	-8	5	0.1	-3	-3.7
Cc1nc([N+](=O)[O-])cn1CC(=O)Nc1ccc2c(c1)OCO2	2	5	-1.4	.	-4	-3	0.0	-2	3.5
O=C(O)CCCC(=O)Nc1ccc2c(c1)oc1ccccc12	0	8	-0.1	-0.6	-14	6	-0.2	21	1.4
Cc1ccc(N2C(=O)CC(Cc3ccc(Cl)cc3)C2=O)cc1 (configuration not stated)	3	2	-1.4	-0.1	-18	3	4.5	18	-1.4
O=C(c1cccc(Cl)c1)N1CCN(C2CCCCCC2)CC1	2	-1	-2.6	1.3	7	-7	-0.4	1	0.9
COc1ccccc1N1CN(CCc2ccccc2)CNC1=S	-1	-1	-4.0	.	-2	0	-3.4	?	1.0
O=C(Nc1ccccc1Cl)NC1(C(=O)N2CCCCC2)CCCCC1	0	-2	-0.2	-4.4	2	-2	-0.4	4	1.0
Cc1cc(C)c(OCC(=O)N(Cc2ccccc2)C2CCS(=O)(=O)C2)c(C)c1 (configuration not stated)	2	-2	-0.6	1.8	0	-7	-1.7	-3	-0.4
O=C1CCC(C(=O)Nc2ccc([N+](=O)[O-])cc2)N1 (configuration not stated)	0	2	-4.9	0.0	26	-9	3.6	6	1.1
CCN1C2=C(C(=O)CCC2)C(c2ccc(O)cc2)C2=C1CCCC2=O	0	-14	-4.5	0.1	-3	-1	-0.8	-12	-1.0

Random excerpt: two records from the list.
SMILES	Mtb FBA inh	GDH-TPI inh	FadD28 binding	Mtb BioA inh	CCHFV vOTU inh	PrPC surface inh	BoNT A protease	BoNT F protease	UGM FP inh
O=C(c1cccc(Cl)c1)N1CCN(C2CCCCCC2)CC1	2	-1	-2.6	1.3	7	-7	-0.4	1	0.9
O=C(Nc1ccccc1Cl)NC1(C(=O)N2CCCCC2)CCCCC1	0	-2	-0.2	-4.4	2	-2	-0.4	4	1.0
